Pf growth 48h – P. falciparum growth inhibition at 48 hours (one generation); P. falciparum luciferase growth in erythrocytes, 48 h; Potency, µM (highest dose often 28.7 µM), inactives show at the top dose activity change, negative = inhibition, hits mostly inhibitors; actives 5.9% (n = 310,000); AID 504832; also: potency is read from the fitted curve at half-maximal effect; % is scaled to controls: 0 for no effect and ±100 for the full control effect
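Cell-based growth assay: transgenic P. falciparum expressing firefly luciferase, cultured in red cells within RPMI 1640 containing 0.5% w/v Albumax, 24 mM bicarbonate and gentamycin. A drop in luciferase activity indicates inhibition.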
Shiga toxin inh – Shiga toxin inhibition. Vero cells, Shiga toxin protein synthesis inhibition reporter. inhibition, % at 38.7 µM. actives 9.2% (n = 290,000); in the data active = inhibition mostly above about 28%, no sharp cut-off; inactive = mostly below about 43%; also: 0% is about no effect
TbPYK inhibitor – inhibitors of Trypanosoma brucei pyruvate kinase. Potency, µM (series often up to 76.8 µM), without a hit: at the highest dose activity, negative = inhibition, actives largely listed as inhibitors. actives 0.12% (n = 410,000). AID 624173. TbPYK enzyme, Kinase-Glo Plus ATP luminescence, 45 min; also: potency is read from the fitted curve at half-maximal effect; % is scaled to controls: 0 for no effect and ±100 for the full control effect; nearly all actives have a fitted effect of over 50% in size
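Activity of T. brucei pyruvate kinase was followed by Kinase-Glo Plus luminescence after the enzyme reacted 45 min at room temperature with 130 uM ADP (final) and substrate. Test compounds were added before ADP at multiple concentrations.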
Pf growth 96h – inhibits malaria parasite growth, 96 h; P. falciparum luciferase reporter growth, 96 h; Potency, µM (highest dose often 28.7 µM), without a hit: at the highest dose activity change, negative = inhibition, most hits filed as inhibitors; actives 6.9% (n = 320,000); AID 504834; also: potency is read from the fitted curve at half-maximal effect; % is scaled to controls: 0 for no effect and ±100 for the full control effect
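P. falciparum expressing integrated firefly luciferase grown in erythrocytes (2% hematocrit, 0.05% parasitemia final) with compounds for 96 hours at 37 C, 5% CO2. Growth inhibition read as loss of luminescence after adding luciferase detection reagent.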
LmPK inhibitor – LmPK (Leishmania mexicana) enzyme inhibition. Q27686. purified LmPK, Kinase-Glo ATP luminescence, 1 h. Potency, µM (titrated, usually from 57.5 µM), without a hit: at the top dose activity change, negative = inhibition, usual class: inhibitors. actives 0.37% (n = 290,000); also: potency is read from the fitted curve at half-maximal effect; % is scaled to controls: 0 for no effect and ±100 for the full control effect
Target sequence (Q27686 whole entry, looked up): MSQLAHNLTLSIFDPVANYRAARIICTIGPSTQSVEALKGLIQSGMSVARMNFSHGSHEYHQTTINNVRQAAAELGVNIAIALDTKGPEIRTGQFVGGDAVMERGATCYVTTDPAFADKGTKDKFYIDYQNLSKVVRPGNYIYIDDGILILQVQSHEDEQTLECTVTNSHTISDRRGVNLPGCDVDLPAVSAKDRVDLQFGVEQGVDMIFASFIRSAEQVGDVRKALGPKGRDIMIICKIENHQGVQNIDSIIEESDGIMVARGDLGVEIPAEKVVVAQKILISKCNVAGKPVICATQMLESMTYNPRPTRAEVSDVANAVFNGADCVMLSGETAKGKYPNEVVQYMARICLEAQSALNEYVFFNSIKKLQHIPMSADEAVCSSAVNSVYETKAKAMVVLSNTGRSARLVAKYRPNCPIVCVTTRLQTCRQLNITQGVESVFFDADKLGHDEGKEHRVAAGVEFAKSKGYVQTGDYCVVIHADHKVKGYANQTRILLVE
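Pyruvate kinase activity monitored as ATP production (luciferase luminescence). Conditions: 0.1 nM enzyme, 0.5 mM PEP, 0.1 mM ADP, 1 h, RT; normalized against uninhibited and no-enzyme wells.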
CHX counter – counter-screen for Shiga toxin inhibitors: cycloheximide protein synthesis inhibition | AID 2314 | actives 12% (n = 300,000) | cell reporter, cycloheximide protein synthesis inhibition counterscreen | max response, %; in the data active = max response mostly above about 13%, no sharp cut-off; inactive = mostly below about 14%; also: read at 38.3 µM for the half of the compounds with a filed dose; 0% is about no effect
HCV inhibitor – blocks hepatitis C virus; Huh7.5.1 HCVcc-Cre infection, luciferase reporter, 44 h; Potency, µM (series often up to 41.8 µM), without a hit: top-dose activity change, negative = inhibition, actives largely listed as inhibitors; actives 3.4% (n = 340,000); also: potency is read from the fitted curve at half-maximal effect; % is scaled to controls: 0 for no effect and ±100 for the full control effect
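Cells (1,000/well) were plated 4 h before compound, then infected with HCVcc-Cre virus (~0.5 moi). After 44 h further culture, infection was read as luciferase luminescence following a 15 min substrate incubation at room temperature.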
Numbers without * were called inactive; ? = inconclusive; nt = no result given; [ ] = remark or other dose. Unless noted, calls follow the shape of the dose curve; as a rule, active = well fitted curve in the direction sought with a large enough effect; inconclusive = small, poorly fitted or top-dose-only effect, or another doubt; inactive = no such curve, though single readings can be large; an effect the other way counts as inactive or inconclusive. Not a hit list (roughly 24% active in at least one column).

SMILES	Pf growth 48h	Shiga toxin inh	TbPYK inhibitor	Pf growth 96h	LmPK inhibitor	CHX counter	HCV inhibitor
Cc1ccc(CN2C(=O)CCC2C(=O)N2CCN(c3ccccc3)CC2)cc1 (stereo unspecified)	20%	-3	0%	-45%	2%	5	9%
COc1cccc(-c2cc(C(=O)NCCCN3CCOCC3)no2)c1	6%	4	0%	95%[activator]	0%	-2	?
Nn1c(SCC(=O)Nc2ccc(F)cc2)nnc1-c1cccnc1	2%	0	2%	15%	1%	2	23%
O=S(=O)(NCCc1ccccc1)c1cccc(S(=O)(=O)N2CCOCC2)c1	7%	-12	-1%	nt	4%	-6	4%
O=C(Nc1ccc(C(F)(F)F)cc1)N1CCN(C(=O)c2ccco2)CC1	-16%	-9	-1%	33%[activator]	0%	-1	-10%
O=C(Nc1nccs1)c1cc(-c2ccco2)nc2ccccc12	9%	-4	-2%	23%	0%	-1	1%
COc1ccc(/C=N/NC(=O)CC(=O)NCc2cccnc2)cc1[N+](=O)[O-]	?	-4	5%	1%	3%	-3	18%
COc1ccc(/C(O)=C2\C(=O)C(=O)N(c3cc(C)on3)C2c2ccc(OC)c(OC)c2)cc1OC (stereo unspecified)	4%	-18	-4%	?	4%	-6	11%
CCn1c(SCC(=O)N2CCCCC2C)nnc1-c1ccco1 (stereo unspecified)	3%	20	-4%	10%	0%	6	-1%
Cc1ccc(NC2Sc3ccccc3NC2=O)cc1 (stereo unspecified)	211%[activator]	41*	14µM*	486%[activator]	-9%	22*	0%
COc1ccc(OC)c(C(C[N+](=O)[O-])c2c(C)cc3ccccn23)c1 (stereo unspecified)	?	3	-22%	?	3%	6	?
COc1ccc(C)cc1S(=O)(=O)N1CCC2(CC1)OCCN2S(=O)(=O)c1ccccc1	-10%	nt	4%	8%	nt	nt	-19%
O=C(COc1ccccc1Cl)Nc1ccccc1C(=O)NC1CC1	-5%	nt	-1%	-25%	nt	nt	?
CCOC(=O)C1=C(C)NC(=O)C1CC(=O)Nc1ccccc1 (stereo unspecified)	18%	15	nt	22%	7%	17	12%
Cc1ccc(S(=O)(=O)C(C#N)=C2N(C)c3ccccc3N2C)cc1	18%	2	-2%	?	-4%	1	1%
Nc1ccc(C(=O)C(=O)c2ccc(N)cc2)cc1	0%	2	4%	39%[activator]	-1%	6	5%
C/C(CCc1ccc2c(c1)OCO2)=N\NC(=O)c1ccccc1Br	12%	44	-1%	15%	-1%	9	17%
NC(=O)[C@@H]1CCCN1C(=O)c1cc(COc2ccc3c(c2)CCCC3)on1	2%	34*	0%	?	0%	36*	nt
O=C(CN(Cc1ccccc1)C1=NCCS1)c1ccccc1	12%	-8	9%	26%	2%	-2	?
CCS(=O)(=O)c1ncc(Cl)c(C(=O)Nc2ccccc2OC)n1	18%	nt	2%	45%[activator]	10%	11	?
O=[N+]([O-])c1cccc(/C=C/c2nc(C=Nc3ccc4ccccc4c3)c(O)o2)c1	37%[activator]	-8	2%	196%[activator]	1%	-1	-8%
Cc1ccccc1-c1cc(C(=O)Nc2sc(C(=O)OC(C)C)c(C)c2C#N)c2ccccc2n1	-10%	-9	-14%	-2%[5.75 µM]	2%	-2	13µM*
Cc1ccc(C)c(OCCC(=O)OCC(=O)NCc2ccc(F)cc2)c1	20%	7	-1%	-22%	10%	0	13%
O=C(CN1C(=O)NC2(CCc3ccccc32)C1=O)Nc1ccc(N2CCOCC2)cc1 (stereo unspecified)	nt	-9	-6%	25%	-2%	-10	1%
NC(=O)C(Cc1ccccc1)NC(=O)C12CC3CC(CC(C3)C1)C2 (stereo unspecified)	-3%	-11	-2%	11%	4%	0	-9%
The results go on:
SMILES	Pf growth 48h	Shiga toxin inh	TbPYK inhibitor	Pf growth 96h	LmPK inhibitor	CHX counter	HCV inhibitor
CCOC(=O)c1c(-c2ccc(C)cc2)csc1NC(=O)CCN1CCOCC1	?	-3	7%	?	-3%	-2	-16%
CCOc1ccc(NC(=O)NC2CC(=O)N(c3ccc(OC)cc3)C2)cc1 (stereo unspecified)	-21%	10	1%	?	10%	3	-15%
O=C(NC(=S)NC(CO)Cc1ccccc1)c1ccc(F)cc1 (stereo unspecified)	98%[activator]	51*	11%	154%[activator]	-5%	19*	3%
Cc1ccc(OCC(=O)N2CCc3ccccc32)c([N+](=O)[O-])n1	90%[activator]	-5	5%	1%	-4%	6	-18%
COc1ccc(NC(=O)NC2(C(=O)N3CCN(C)CC3)CCCCC2)cc1	38%[activator]	3	8%	37%[activator]	-3%	-3	12%
O=C(CSc1nc(-c2ccco2)cc(C(F)(F)F)n1)N1CCc2ccccc2C1	-16%	-3	-2%	nt	-3%	15	11µM*
O=C(COC(=O)CNS(=O)(=O)/C=C/c1ccccc1)NC1CCS(=O)(=O)C1 (stereo unspecified)	8%	-8	4%	16%	4%	7	0%
O=C(NC(=S)N1CCCC1)c1cccc([N+](=O)[O-])c1	-16%	-3	-18%	0%	-1%	-3	10%
CCN(C(=O)COC(=O)c1cccn1C)C1CCS(=O)(=O)C1 (stereo unspecified)	0%	-1	5%	29%	0%	-1	16%
c1ccc(-c2ccc(-c3ccccn3)nn2)nc1	-25%	16	nt	-13%	14µM*	11	nt
COc1ccc(Cl)cc1NC(=S)N1CCN(C(=O)C2CCCO2)CC1 (stereo unspecified)	22%	-9	-7%	5%	11%	4	-12%
CCOc1ccc(NC(=S)NC(=O)Cc2ccccc2)cc1	-10%	9	-14%	22%	-7%	9	-2%
Cc1nnc(-c2cnn(-c3ccccc3)c2N)n1Cc1ccncc1	49%[activator]	-22	-7%	138%[activator]	-1%	11	15%
CC(Oc1ccc(F)cc1)C(=O)N(Cc1ccccc1)c1c(N)n(Cc2ccccc2)c(=O)[nH]c1=O (stereo unspecified)	?	nt	-7%	?	nt	nt	-5%
Cc1ccc(-c2nc(Nc3cccc(C)c3)sc2CC(=O)O)cc1	50%[activator]	55*	-19%	-1%	-5%	27*	?
COc1ccccc1NS(=O)(=O)c1ccc(C)c(C(=O)NCc2cccnc2)c1	?	nt	1%	?	nt	nt	4%
Cc1ccc(NC(=O)c2ccccc2)cc1	104%[activator]	109*	0%	3%	?	33*	2%
CC1C/C(=C/c2ccco2)C(=O)/C(=C/c2ccco2)C1 (stereo unspecified)	50%[activator]	-2	nt	8.3µM*	9%	-1	1%[0.335 µM]
Nc1[nH]nc2nc(N3CCOCC3)nc(-c3ccccc3)c12	?	-54	2%	59%[activator]	-4%	0	?
CC(C)(C)C(=O)NC(=S)Nc1ccc(C(F)(F)F)cc1	14%	61*	2%	-4%	1%	43*	-4%
CCn1c(CSc2nc3ccccc3s2)nnc1SCC(=O)c1ccc(O)c(O)c1	?	-17	?	nt	-9%	-6	?
COc1cc(C2C(C#N)=C(N)Oc3c2oc(CO)cc3=O)cc(OC)c1OC (stereo unspecified)	4%	-16	-6%	?	4%	1	-8%
Brc1cccc(-c2nnco2)c1	-8%	8	2%	-1%	-5%	5	2%
COC(=O)c1c(-c2ccccc2Cl)noc1-c1cnc(N)nc1C(F)(F)F	-4%	-2	-1%	54%[activator]	0%	-1	2%
CCCc1[nH]nc2c1C(c1cc(OC)ccc1F)C(C#N)=C(N)O2 (stereo unspecified)	?	-18	-11%	?	4%	-4	19%

A draw from above in order of number of heavy atoms, largest number first:
SMILES	Pf growth 48h	Shiga toxin inh	TbPYK inhibitor	Pf growth 96h	LmPK inhibitor	CHX counter	HCV inhibitor
Cc1ccccc1-c1cc(C(=O)Nc2sc(C(=O)OC(C)C)c(C)c2C#N)c2ccccc2n1	-10%	-9	-14%	-2%[5.75 µM]	2%	-2	13µM*
COc1ccc(C)cc1S(=O)(=O)N1CCC2(CC1)OCCN2S(=O)(=O)c1ccccc1	-10%	nt	4%	8%	nt	nt	-19%
CCOC(=O)c1c(-c2ccc(C)cc2)csc1NC(=O)CCN1CCOCC1	?	-3	7%	?	-3%	-2	-16%
CC1C/C(=C/c2ccco2)C(=O)/C(=C/c2ccco2)C1 (stereo unspecified)	50%[activator]	-2	nt	8.3µM*	9%	-1	1%[0.335 µM]

Additional results follow.
SMILES	Pf growth 48h	Shiga toxin inh	TbPYK inhibitor	Pf growth 96h	LmPK inhibitor	CHX counter	HCV inhibitor
N#Cc1cc([N+](=O)[O-])ccc1Oc1cccc(/C=N/NC(=O)c2ccc(Cl)cc2)c1	-27%	-24	10%	nt	-3%	-3	?
Cc1c(OC(C)C(=O)NC(Cc2c[nH]c3ccc(O)cc23)C(=O)O)ccc2c1oc(=O)c1ccccc12 (stereo unspecified)	-3%	-3	2%	?	-5%	-2	1%
O=C1N/C(=N/S(=O)(=O)Cc2ccccc2)S/C1=C/c1ccc2c(c1)OCO2	-27%	-13	3%	1%	2%	-3	-4%
Cc1cccc(NC(=O)/C(C#N)=C/c2ccccc2Cl)n1	28%	41	10%	19%	-5%	10	11%
CCCN(C(=O)c1ccc(N(C)S(=O)(=O)c2ccc(C)cc2)cc1)C1CCS(=O)(=O)C1 (stereo unspecified)	?	nt	-4%	?	nt	nt	5%
O=C(OCc1cncs1)c1ccccc1	12%	-3	3%	-6%	3%	19	4%
COc1ccc(NC(=O)c2cc(=O)c3ccccc3o2)cn1	-1%	-2	-8%	?	-1%	-1	-11%
O=S(=O)(Cc1ccccc1Cl)NCCOc1ccccc1	14%	-13	-3%	?	3%	-1	-10%
COC(=O)c1cc(C(=O)OCC(=O)NC2CCCCCCC2)cc([N+](=O)[O-])c1	15%	nt	-3%	-12%	nt	nt	7%
Cc1ccc(C(=O)Nc2ccc(C(=O)N/N=C/c3c[nH]c4ccccc34)cc2)cc1	-29%	-6	-1%	-25%	3%	12	?
CCC(C)[C@H](NC(=O)C1(c2ccccc2)CCN(C(=O)OC(C)(C)C)CC1)C(=O)N[C@@H](C(=O)O)c1ccccc1 (stereo partly specified)	13µM*	-3	-2%	13µM*	-6%	-4	23%
COc1ccccc1C(=O)Nc1ccccc1C(=O)N1C(C)CCCC1C (stereo unspecified)	4%[5.75 µM]	5	-12%	15%[5.75 µM]	-2%	9	0%
COc1ccccc1NCC(=O)N/N=C/c1c(O)ccc2ccccc12	?	-10	2%	0%	11%	-2	2.8µM*
CCc1cc(=O)oc2cc3occ(-c4ccc(OC)c(F)c4)c3cc12	?	-12	5%	-82%	-1%	-5	?
CCOc1cc(N2CCOCC2)c(OCC)cc1NC(=O)c1ccc(=O)n(Cc2ccccc2)n1	5%	5	nt	?	-2%	-4	nt
CC(=O)c1cc(-c2ccccc2)n(CCC(=O)NC2CCCC2)c1C	-6%	-3	-16%	?	-5%	-2	-6%
O=C(c1ccco1)N1CCN(C(=O)c2cc(-c3ccccc3)nc3ccccc23)CC1	-18%	13	-11%	87%[activator]	-2%	19*	-4%
COCc1ccc(C(=O)N2CCN(CC(=O)N3CCCC3)CC2)cc1	39%[activator]	nt	-4%	29%	nt	nt	12%

Single records, as listed above. Screens in order: Pf growth 48h	Shiga toxin inh	TbPYK inhibitor	Pf growth 96h	LmPK inhibitor	CHX counter	HCV inhibitor
Record of COC(=O)c1cc(C(=O)OCC(=O)NC2CCCCCCC2)cc([N+](=O)[O-])c1 → 15%	nt	-3%	-12%	nt	nt	7%
Record of Cc1cccc(NC(=O)/C(C#N)=C/c2ccccc2Cl)n1 → 28%	41	10%	19%	-5%	10	11%
Record of COCc1ccc(C(=O)N2CCN(CC(=O)N3CCCC3)CC2)cc1 → 39%[activator]	nt	-4%	29%	nt	nt	12%
